# F508del corr = correctors of CFTR F508del function in bronchial epithelial cells; hit rate 0.36% among 350,000; activity (quench increase), % at 7.58 µM; CFBE cells, YFP halide quenching; stimulated with forskolin plus potentiator P3; % fluorescence drop versus neutral controls;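 active means mean added fluorescence quench of at least 8% versus neutral control, with both replicates also reaching 8%; inconclusive means only one of the mean or replicate conditions met; inactive means mean below 8% and not both replicates reaching 8%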;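 further: cells transiently co-express mutant CFTR-F508del with the halide-sensitive YFP; corrector assay measuring rescue of mutant channel to the surface after 24 h compound exposure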
# ERp5 block = ERp5 (human) disulfide isomerase inhibition; AID 651711; inhibition, % at 9.99 µM; Q15084; ERp5 insulin aggregation, absorbance 650 nm, 90 min; hit rate 0.05% among 350,000;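 active means mean replicate inhibition above about 25%, with every replicate also reaching it, limit read from the data, passing the limit was not always enough; inconclusive means only one of those two criteria met; inactive means neither criterion met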
# DENV2 CPE = inhibitors of DENV2 cytopathic effect; DENV2-infected cells, cytopathic effect rescue, plate reader; CPE inhibition, % at 9.99 µM; hit rate 1.7% among 350,000; AID 651640; in the data active means CPE inhibition above about 20%, passing the limit was not always enough; inconclusive means no clear call, values can overlap the other calls; tested in BHK-21 cells;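 further: 0% = median of neutral control wells and 100% = median of positive control wells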
# Casp6 inh = blocks human caspase-6 cleavage activity. P55212. purified caspase-6, Z-VEID-R110 cleavage fluorescence. inhibition, % at 12.5 µM. hit rate 0.53% among 350,000;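 active means mean inhibition across replicates at least about 35%, with every replicate also reaching that limit, limit read from the data; inconclusive means only one of the two criteria met; inactive means neither criterion met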;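 further: 0% = median of neutral control wells and 100% = no fluorescence left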
# miR122 inh = miR-122 inhibition in Huh7 cells; Huh7 miR-122 Renilla luciferase sensor, 48 h; neutral wells = 0, positive control = 100; hit rate 0.3% among 340,000; AID 602342; activation (reporter increase), % at 12.5 µM;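 active means mean replicate activation score at least 90 and every replicate individually at or above 90; inconclusive means only one of the two criteria met; inactive means neither criterion met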;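 further: higher luciferase means less miR-122 activity so hits act as miR-122 inhibitors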
# ERAP1 HTS inh = inhibitors of human ERAP1 aminopeptidase | inhibition, % at 10.7 µM | AID 652197 | recombinant ERAP1, Leu-AMC fluorescence, 60 min | Q9NZ08 | hit rate 0.15% among 340,000;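 active means mean replicate inhibition of at least 30%, or all replicates individually reaching that 30% level; inactive means mean below 30% and not every replicate reaching it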;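 further: 0% = neutral control wells and 100% = L-leucinethiol positive control wells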
# Target sequence (Q9NZ08 whole entry, looked up): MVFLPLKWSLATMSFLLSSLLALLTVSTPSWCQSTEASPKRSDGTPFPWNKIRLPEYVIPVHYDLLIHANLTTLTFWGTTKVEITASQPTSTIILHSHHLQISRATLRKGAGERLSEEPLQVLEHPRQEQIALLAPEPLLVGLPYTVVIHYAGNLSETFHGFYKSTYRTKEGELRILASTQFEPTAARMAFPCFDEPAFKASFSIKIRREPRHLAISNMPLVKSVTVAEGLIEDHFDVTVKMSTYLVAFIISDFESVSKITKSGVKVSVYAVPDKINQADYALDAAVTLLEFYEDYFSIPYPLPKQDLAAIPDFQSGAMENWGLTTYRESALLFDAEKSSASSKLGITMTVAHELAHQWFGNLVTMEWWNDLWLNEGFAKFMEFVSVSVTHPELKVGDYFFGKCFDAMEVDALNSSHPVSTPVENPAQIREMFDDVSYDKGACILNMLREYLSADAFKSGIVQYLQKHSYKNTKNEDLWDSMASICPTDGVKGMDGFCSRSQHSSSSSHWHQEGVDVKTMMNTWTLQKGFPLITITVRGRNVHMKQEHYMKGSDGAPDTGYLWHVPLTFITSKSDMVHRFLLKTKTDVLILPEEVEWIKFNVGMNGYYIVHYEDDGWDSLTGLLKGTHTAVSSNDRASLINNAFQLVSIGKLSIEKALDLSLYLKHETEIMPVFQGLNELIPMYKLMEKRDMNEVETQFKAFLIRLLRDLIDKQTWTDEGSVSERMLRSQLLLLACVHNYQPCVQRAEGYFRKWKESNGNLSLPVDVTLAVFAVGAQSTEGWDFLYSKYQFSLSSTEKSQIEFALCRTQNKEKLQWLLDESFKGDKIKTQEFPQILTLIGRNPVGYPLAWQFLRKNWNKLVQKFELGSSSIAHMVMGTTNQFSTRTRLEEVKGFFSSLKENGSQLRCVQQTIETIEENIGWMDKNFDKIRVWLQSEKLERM
# SIRT5 block = blocks human SIRT5 desuccinylation of peptide; Q9NXA8; Purified SirT5, succinyl-peptide AMC, trypsin-coupled fluorescence; inhibition, % at 15 µM; hit rate 1.1% among 330,000; in the data active means inhibition above about 15%; inconclusive means no clear call, values can overlap the other calls
# * = called active by the depositor; u = inconclusive; x = not tested or not shown; & = joins results of further samples; [ ] = remark or other dose. This is a random part of the collection (roughly 4% active in at least one column).
SMILES,F508del corr,ERp5 block,DENV2 CPE,Casp6 inh,miR122 inh,ERAP1 HTS inh,SIRT5 block
CC=Cc1ccc2n(c1=O)C[C@H]1[C@H](CO)[C@@H](C(=O)NCc3ccccc3)N(CC)[C@@H]21 (mixture of isomers),-0.5,-2,14,2,x,-1,-1
COCCCNC(=O)/C(C#N)=C/c1c(N2CCN(C)CC2)nc2ccccn2c1=O,0.6,5,-3,-6,-4,24,-23
O=C(O)CN1C(=O)/C(=C/c2cccc(Cl)c2)Oc2ccccc21,0.7,2,8,0,-1,14,-6
Cc1ccc(CN(C)C(=O)c2cccc(S(=O)(=O)N3CCc4ccccc4C3)c2)o1,1.0,2,5,3,x,-3,-1
Cc1ccc(S(=O)(=O)Nc2ccc3c(c2)C(=O)N([C@@H](C)CO)C[C@H](C)[C@@H](CN(C)C(=O)Nc2ccc(C(F)(F)F)cc2)OCCCC[C@@H](C)O3)cc1,-0.8,-5,-2,1,42[16.7 µM],6,18*
CCOC(=O)CN1CCCc2nc(-c3ccc(OC)cc3)ccc21,1.9,-4,7,-2,x,-12,x
CCN(CC)CCOCCOc1ccc(Cl)c2ccccc12,-1.0,-2,12,-5,x,3,-4
CCCNC(=O)C1(C)CCCN(Cc2ccccc2N(C)C)C1 (stereo not given),0.3,-2,u,0,-4,2,x
C[C@@H]1CN([C@@H](C)CO)C(=O)Cc2cc(NS(C)(=O)=O)ccc2O[C@@H]1CN(C)S(=O)(=O)c1cn(C)cn1,-5.8,x,3,x,-2[16.7 µM],x,x
CCOc1ccc(N=Cc2c(C)[nH]n(-c3nc4ccccc4[nH]3)c2=O)cc1,x,-4,4,3,x,0,1
CCNC(=O)[C@@H]1[C@@H](CO)[C@@H]2Cn3c(cccc3=O)[C@H]1N2CCC(F)(F)F,-4.7,7,-5,9,0[16.7 µM],-1,-3
C[C@@H]1CCCCO[C@H](CN(C)S(=O)(=O)c2cccs2)[C@H](C)CN([C@@H](C)CO)C(=O)c2cc(NC(=O)Nc3ccc(F)cc3)ccc2O1,1.9,1,-3,0,-6[16.7 µM],1,9
C=C(C)COc1ccc(-c2n[nH]c(C)c2-c2ccc(OC)c(OC)c2)c(O)c1,-13,6,-2,11,17,0,4
CN(C)S(=O)(=O)c1cccc(NC(=O)COC(=O)CNC(=O)c2cccc([N+](=O)[O-])c2)c1,3.2,-3,8,1,-3,2,2
COc1cc(CCCN2C(=O)C(=O)NC[C@@H]2Cc2ccc(O)cc2)cc(OC)c1OC,1.2,-4,1,-1,4,1,-2
C[C@@H]1CN([C@H](C)CO)C(=O)c2cccc(NC(=O)C3CCOCC3)c2O[C@H]1CN(C)Cc1ccc(Cl)c(Cl)c1,-0.2,-1,x,2,12[16.7 µM],3,1
Cc1ccc(NCC(=O)Nc2ccc(Br)cc2)cc1C,-0.8,1,0,-1,-3,-3,-1
O=C(N/N=C/c1ccco1)c1ccc(OCc2ccccc2)cc1,-3.1,2,-5,-8,x,-1,-3
CC(C)Nc1nc(-c2ccccc2F)c2sc(-c3ccccc3)cc2n1,1.6,6,-6,1,-1,-1,x
Cc1cc(C)c(NC(=O)Cn2c(=O)n(-c3ccc(CC(=O)NCC4CCCO4)cc3)c(=O)c3ccccc32)c(C)c1 (stereo not given),-0.1,-2,1,1,-9,1,3
O=C(NC1CCN(Cc2ccc(Cl)cc2)CC1)c1cn(-c2ccccc2)nc1-c1cccnc1,0.0,-11,13,-1,x,-3,-1
O=C(Nc1nc2ccc(C(=O)N3CCCCC3)cc2s1)C1CCCCC1,6.1,8,-1,0,x,-2,x
CN(CC(=O)Nc1ccc(Cl)c(Cl)c1)Cc1nnc(-c2ccc(F)cc2)o1,2.0,3,-4,5,x,1,1
Cc1ccc(NC(=O)NC2CCCc3ccccc32)cc1 (stereo not given),-3.8,-4,-4,-1,x,4,-1
COc1ccc(NC2(c3ccccc3)OC(=O)c3ccccc32)cc1 (stereo not given),2.5,u,-1,-2,1,12,x
# Remaining list, next part.
SMILES,F508del corr,ERp5 block,DENV2 CPE,Casp6 inh,miR122 inh,ERAP1 HTS inh,SIRT5 block
CCOc1ccccc1CNC(=O)C1CCN(S(=O)(=O)N2CCC(C)CC2)CC1,5.0,-3,0,0,-1,-7,-2
S=C(NCc1ccc(Cl)cc1)NN1CCOCC1,-2.0,3,6,0,x,-3,0
CCOC(=O)N(C)C[C@@H]1OCc2cn(nn2)CCCC(=O)N([C@H](C)CO)C[C@H]1C,-0.9&-2.9,4&-1,5&2,-4&9,-1[16.7 µM],2&-2,2&-2
CN1CCN(S(=O)(=O)c2ccc(Oc3cccc(C(F)(F)F)c3)nc2)CC1,-2.5,0,-6,-4,-13,-2,1
O=C(CSc1nc2ncc(Br)cc2[nH]1)Nc1ccccc1-c1ccccc1,0.5,2,0,-2,38,-2,1
COc1cc(C)cc(OC)c1OCC(=O)Nc1cc(C)on1,1.3,1,-1,-2,2,0,-6
O=C(Cn1nc(Cl)nc1Cl)c1ccc([N+](=O)[O-])cc1,0.9,11,5,2,1,-8,-1
CCOC(=O)Cn1c(=O)oc2cc(S(=O)(=O)N3CCCC(C(=O)OCC)C3)ccc21 (stereo not given),0.3,0,-1,1,-4,x,x
O=C(NCC1CCCN(C(=O)CN2CCCCC2)C1)c1ccccc1Cl (stereo not given),0.4,-2,-4,-1,1,-1,6
c1ccc2[nH]c(-c3ccc4c(c3)OCO4)nc2c1,-1.3,3,-9,-1,-4,-4,-4
CCCC#Cc1ccc([C@H]2[C@H]3CN(C(=O)Nc4ccc(F)cc4)CC(=O)N3[C@H]2CO)cc1,-2.8,2,-3,0,x,0,1
O=S(=O)(c1ccccc1)c1nc(-c2ccccc2F)oc1NCc1cccnc1,3.6,-2,-6,-1,x,1,-3
Cc1cc(C)c(C#N)c(SCC(=O)Nc2ccc(S(=O)(=O)Nc3ncccn3)cc2)n1,3.4,3,u,0,x,1,-4
C[C@@H]1CN([C@@H](C)CO)C(=O)c2cc(C#Cc3cccc(F)c3)cnc2O[C@H]1CN(C)CC1CCOCC1,-1.6,-1,14,0,-3[16.7 µM],3,-3
O=C(OCCOCCN=C1NS(=O)(=O)c2ccccc21)c1ccccc1Br,1.4,-1,-10,2,-5,1,x
C[C@H](CO)N1C[C@H](C)[C@H](CN(C)C(=O)CC2CC2)Oc2cc(-c3cncnc3)ccc2S1(=O)=O,1.1,-9,-8,-1,-2[16.7 µM],-1,-3
C[C@H]1CN([C@@H](C)CO)C(=O)c2cc(NS(C)(=O)=O)ccc2O[C@H]1CN(C)C(=O)Nc1ccc(C(F)(F)F)cc1,-0.1,-2,11,-3,-7[16.7 µM],0,-4
Cc1nc(-c2ccc(C(=O)Nc3cccc(Br)c3)cc2)cs1,-0.4,-2,-2,3,x,-4,-2
CCOc1cc(OCC)cc(C(=O)NCCN2CCC(n3c(=O)[nH]c4ccccc43)CC2)c1,-2.9,-7,-4,-1,x,-5,-1
C[C@@H]1CCCCO[C@H](CN(C)Cc2ccc(C(F)(F)F)cc2)[C@H](C)CN([C@H](C)CO)C(=O)c2cc(NC(=O)Nc3ccc(C(F)(F)F)cc3)ccc2O1,-3.4,x,u,x,1[16.7 µM],x,x
O=C(NCc1ccc(F)cc1)[C@@H]1[C@@H](CO)[C@@H]2Cn3c(cccc3=O)[C@@H]2N1CC1CC1,0.8,5,6,1,7[16.7 µM],0,-3
O=C(CCC1CCCCC1)Nc1ccc(C(=O)c2ccncc2)cc1,-4.2,2,0,-2,-2,-1,-8
CCOC(=O)c1ccc(NC(=O)NNC(=O)CCc2ccc(OC)cc2)cc1,1.4,6,7,3,-3,0,-3
CN(C)S(=O)(=O)c1cccc(NC(=S)N/N=C/c2cccc(O)c2)c1,x,2,-9,4,-2,9,3
COc1ccc2c(c1)C(NC(=O)C(F)(F)F)CC21CCCCC1 (stereo not given),0.3,2,14,-3,x,3,-1
# The list goes on.
SMILES,F508del corr,ERp5 block,DENV2 CPE,Casp6 inh,miR122 inh,ERAP1 HTS inh,SIRT5 block
COc1cc(/C=C(/NC(=O)c2ccccc2)C(=O)Nc2ccc(O)cc2)c([N+](=O)[O-])cc1OC,0.3,2,6,0,x,3,1
Nc1c(C(=O)N/N=C/c2cccnc2)oc2nc(-c3ccccc3)cc(-c3ccco3)c12,-3.3,-9,-3,6,2,1,1
CC1CC(O)(CC(O)(c2ccccc2)c2ccccc2)C(C)CN1C (stereo not given),1.5,1,2,2,9,-1,0
Cc1ccc(Nc2nc(N)[nH]c(=O)c2N=O)cc1,-5.8,1,20,x,x,-5,-3
CCOc1ccc(CCNC(=O)CCS(=O)(=O)c2ccc(Br)cc2)cc1OCC,-0.6,3,5,-2,x,0,-3
CCOc1ccc(C(=O)CCC(=O)N2CCN(c3ncccn3)CC2)cc1,1.5,2,0,-1,2,1,-2
CCOc1ccc(S(=O)(=O)N2CCC(C(=O)NCC3CCCO3)CC2)cc1C (stereo not given),0.5,2,12,-1,2,0,-2
COc1ccc([N+](=O)[O-])cc1NC(=O)CS(=O)(=O)c1ccc(C)cc1,-1.7,1,-10,-1,-2,1,-1
C/C(=N\NC(=O)c1cc([N+](=O)[O-])cc([N+](=O)[O-])c1)c1ccco1,0.4,3,-4,1,-3,1,-7
COC(=O)C[C@H]1C[C@H]2c3cc(NC(=O)NC4CCCCC4)ccc3O[C@H]2[C@@H](CO)O1,-0.4,-1,3,-2,0[16.7 µM],0,-2
COc1ccc(-c2ccc([C@H]3[C@@H](C#N)N(C(=O)NC4CCCC4)[C@@H]3CO)cc2)cc1,2.5,4,7,1,x,5,0
CO[C@H]1CN(C)C(=O)c2ccc(NC(=O)C3CCC3)cc2OC[C@@H](C)N(CC2CCCCC2)C[C@H]1C,1.3,-4,1,-3,x,3,0
O=C(NCc1ccccc1)C(c1ccco1)N(C(=O)c1ccccn1)c1ccccc1 (stereo not given),1.5,1,-5,-6,x,4,-4
COc1ccc(NC(=O)CSc2nc3nc(C)cc(C)c3c(=O)[nH]2)cc1,0.9,3,-3,0,-1,-3,-3
C[C@H]1CN([C@@H](C)CO)C(=O)c2cc(NC(=O)C3CCCCC3)ccc2O[C@H]1CN(C)S(=O)(=O)c1ccccc1,-0.4&0.4,0&0,7&-3,-1&-2,-7[16.7 µM],3&4,2
COc1ccccc1N1CCN(S(=O)(=O)c2cc3[nH]c(=O)c(=O)[nH]c3cc2C)CC1,-1.8,4,1,9,1,1,-3

# Compounds shown so far containing an NH in an aromatic ring, in the order listed:
SMILES,F508del corr,ERp5 block,DENV2 CPE,Casp6 inh,miR122 inh,ERAP1 HTS inh,SIRT5 block
CCOc1ccc(N=Cc2c(C)[nH]n(-c3nc4ccccc4[nH]3)c2=O)cc1,x,-4,4,3,x,0,1
C=C(C)COc1ccc(-c2n[nH]c(C)c2-c2ccc(OC)c(OC)c2)c(O)c1,-13,6,-2,11,17,0,4
O=C(CSc1nc2ncc(Br)cc2[nH]1)Nc1ccccc1-c1ccccc1,0.5,2,0,-2,38,-2,1
c1ccc2[nH]c(-c3ccc4c(c3)OCO4)nc2c1,-1.3,3,-9,-1,-4,-4,-4
CCOc1cc(OCC)cc(C(=O)NCCN2CCC(n3c(=O)[nH]c4ccccc43)CC2)c1,-2.9,-7,-4,-1,x,-5,-1
Cc1ccc(Nc2nc(N)[nH]c(=O)c2N=O)cc1,-5.8,1,20,x,x,-5,-3
COc1ccc(NC(=O)CSc2nc3nc(C)cc(C)c3c(=O)[nH]2)cc1,0.9,3,-3,0,-1,-3,-3
COc1ccccc1N1CCN(S(=O)(=O)c2cc3[nH]c(=O)c(=O)[nH]c3cc2C)CC1,-1.8,4,1,9,1,1,-3
